bIAP activator = increases bovine intestinal alkaline phosphatase activity; purified bovine IAP, CDP-star luminescence, 30 min; hits give high values; fold of DMSO-control signal, blank-subtracted; activation factor at 20 µM; 200,000 compounds, 0.17% hits; AID 1016;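 active means activation factor of 2 or more at 20 µM, a signal rise over negative controls twice the positive control's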
NF-kB expr up = raises NF-kB expression in human neuronal cells | NF-kB reporter expression; hits give high values | fold change at 12.5 µM | 190,000 compounds, 1.6% hits | AID 1239; in the data active means fold change above about 3.3
TNAP inh hi DEA = inhibitors of human TNAP at high phosphate acceptor concentration. purified TNAP, CDP-star luminescence, 1 M DEA. P05186. 200,000 compounds, 0.03% hits. AID 1135. inhibition, % at 20 µM;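 active means over 50% inhibition of tissue-nonspecific alkaline phosphatase at 20 µM in the single-dose screen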;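 further: plate controls were DMSO wells for no effect and EDTA-quenched wells as full inhibition for full effect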
TNAP inh noacc = inhibitors of human TNAP without phosphate acceptor; P05186; purified TNAP, CDP-star luminescence, 30 min; inhibition, % at 20 µM; 200,000 compounds, 0.26% hits; AID 1012;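 active means tissue-nonspecific alkaline phosphatase inhibition above about 50% at 20 µM in the single-dose screen, limit read from the data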;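 further: 0% = DMSO negative control and 100% = EDTA positive control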
APP 5'UTR act = APP 5'UTR luciferase reporter activation. SH-SY5Y APP 5'UTR luciferase reporter, luminescence; zero percent = DMSO vehicle wells. activation, % at 2 µM. 190,000 compounds, 1% hits. AID 1276;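 active means activation above a set limit, based on mean plus 3 SD of controls, cut at about 140% in these data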; further: values of inactives mirror those of a sister screen read the other way
FLuc stim CS = affects firefly luciferase, flagging false hits in luciferase stimulation screens; AID 1027; ATPlite luciferase biochemical, luminescence, 10 min; 0 = ATP-free wells, 1 = DMSO control; activation factor at 10 µM; 200,000 tested, under 10 active;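 active means luciferase activation factor, scaled between plate controls, of at least 2 with compound at 10 µM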
Target sequence (P08659 whole entry, looked up): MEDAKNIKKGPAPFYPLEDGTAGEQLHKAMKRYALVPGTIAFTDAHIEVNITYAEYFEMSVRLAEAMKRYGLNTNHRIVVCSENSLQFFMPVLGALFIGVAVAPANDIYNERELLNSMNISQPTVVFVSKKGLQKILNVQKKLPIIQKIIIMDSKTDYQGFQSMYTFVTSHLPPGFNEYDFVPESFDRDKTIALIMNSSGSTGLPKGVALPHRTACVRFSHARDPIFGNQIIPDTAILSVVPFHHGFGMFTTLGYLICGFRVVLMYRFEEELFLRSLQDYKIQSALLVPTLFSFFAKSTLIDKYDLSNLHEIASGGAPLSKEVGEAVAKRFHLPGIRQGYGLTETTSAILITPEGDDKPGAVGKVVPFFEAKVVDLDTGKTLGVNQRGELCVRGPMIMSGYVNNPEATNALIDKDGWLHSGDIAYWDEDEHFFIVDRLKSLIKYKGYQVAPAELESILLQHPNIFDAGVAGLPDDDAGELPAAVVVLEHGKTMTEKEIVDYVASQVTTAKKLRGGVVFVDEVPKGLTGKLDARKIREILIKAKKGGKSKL
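Material: Luciferase/luciferin reagent mix; Doses: test compounds dosed from 2 mM stocks in 100% DMSO; Schedule: 10 min incubation after luciferase reagent addition, room temperature; Measured by: luminescence from luciferase reaction; Read-out: luminescence gain marking luciferase activators.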
TNAP act hi DEA = increases human TNAP activity under high phosphate acceptor concentration. 200,000 tested, under 10 active. purified TNAP, CDP-star luminescence, 1 M DEA, 30 min; hits give high values; 0 = EDTA background, 1 = DMSO-only activity. activation factor at 20 µM. AID 1136;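 active means activation factor at least 2 at 20 µM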
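Measured by: Luminescent substrate turnover signal | Test system: Human TNAP | Input: TNAP 1/800 final | Dosing: 20 µM single point | Schedule: 30 min, room temperature | Controls: EDTA wells as negative control, DMSO wells as positive control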
FLuc inh counter = Photinus pyralis luciferase inhibition counter-screen; ATPLite firefly luciferase biochemical luminescence, 10 min; AID 1006; P08659; 200,000 compounds, 1.5% hits; inhibition, % at 10 µM;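 active means inhibition above about 50% when tested at 10 µM, limit read from the data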
PMI activator = activators of human phosphomannose isomerase; P34949; purified human PMI, coupled resazurin fluorescence, 20 min; hits give high values; 1 = vehicle control, 0 substrate-free wells; activation factor at 20 µM; 190,000 compounds, 0.005% hits; AID 1214;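 active means activation factor of 2 or more at 20 µM, relative to plate controls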
Target sequence (P34949 whole entry, looked up): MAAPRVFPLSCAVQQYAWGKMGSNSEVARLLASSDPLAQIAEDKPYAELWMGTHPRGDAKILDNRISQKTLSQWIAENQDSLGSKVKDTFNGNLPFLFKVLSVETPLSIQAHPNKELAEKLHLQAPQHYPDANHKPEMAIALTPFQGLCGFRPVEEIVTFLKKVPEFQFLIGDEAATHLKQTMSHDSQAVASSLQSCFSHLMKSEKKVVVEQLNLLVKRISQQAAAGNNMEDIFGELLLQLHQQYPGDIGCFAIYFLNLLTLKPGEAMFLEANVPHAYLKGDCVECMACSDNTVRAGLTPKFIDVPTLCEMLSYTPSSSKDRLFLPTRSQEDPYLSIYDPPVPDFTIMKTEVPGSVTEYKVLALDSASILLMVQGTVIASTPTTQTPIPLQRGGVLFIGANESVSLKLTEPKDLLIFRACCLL
PMI act hi M6P = PMI (human) activation, high substrate; P34949; coupled PMI enzyme assay, resazurin fluorescence, 20 min; hits give high values; 1 = untreated enzyme, 0 = substrate-free blank; activation factor at 20 µM; 190,000 compounds, 0.34% hits; AID 1216;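 active means activation factor of 2 or more at 20 µM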
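Test system – human PMI in coupled enzyme assay · Timing – 20 min incubation at room temperature · Detection – Diaphorase-driven resazurin-to-resorufin fluorescence, excitation 544, emission 590 nm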
Active calls of the source: *; x = not tested or not shown.

Start of the listing, in advance, four compounds:
nr	structure	bIAP activator	NF-kB expr up	TNAP inh hi DEA	TNAP inh noacc	APP 5'UTR act
1	CCN(CC)S(=O)(=O)c1cc(NC(=O)C(C)Nc2ccccc2N2CCOCC2)ccc1C (stereo not given)	0.9	1.1	-3	-16	5
2	O=C(OCCN1CCOCC1)C(c1ccccc1)c1ccccc1	1	1.1	0	-3	10
3	Oc1c(Br)cc2oc3c(c2c1CNCc1ccccc1)CCCC3	0.9	1.9	-5	19	-20
4	CC(C)c1ccc(C2NC(=O)NC3=C2CCc2ccccc23)cc1 (stereo not given)	0.7	0.84	-2	-3	-2

nr	FLuc stim CS	TNAP act hi DEA	FLuc inh counter	PMI activator	PMI act hi M6P
1	1.1	1	-7	1.1	1
2	1	1	1	1	0.9
3	1.1	1	-9	1	1
4	1.1	1	-8	0.9	1.2

Main list, repeating the preview:
nr	structure	bIAP activator	NF-kB expr up	TNAP inh hi DEA	TNAP inh noacc	APP 5'UTR act
1	CCN(CC)S(=O)(=O)c1cc(NC(=O)C(C)Nc2ccccc2N2CCOCC2)ccc1C (stereo not given)	0.9	1.1	-3	-16	5
2	O=C(OCCN1CCOCC1)C(c1ccccc1)c1ccccc1	1	1.1	0	-3	10
3	Oc1c(Br)cc2oc3c(c2c1CNCc1ccccc1)CCCC3	0.9	1.9	-5	19	-20
4	CC(C)c1ccc(C2NC(=O)NC3=C2CCc2ccccc23)cc1 (stereo not given)	0.7	0.84	-2	-3	-2
5	COc1cccc(C(=O)NC(C)C(c2cccs2)N2CCOCC2)c1 (stereo not given)	0.9	1.1	-5	8	-8
6	CCCOc1ccc(C2C(C(=O)/C=C/c3ccco3)=C(O)C(=O)N2CCN2CCOCC2)cc1OC (stereo not given)	1	1.7	10	5	-13
7	COCCNC(=O)CN(C(=O)CCC(=O)Nc1ccccn1)c1ccc(F)cc1	1	1.1	-2	-6	0
8	COc1cccc(C(=O)NC(=S)Nc2ccc([N+](=O)[O-])cc2C)c1	1	0.98	6	8	6
9	CCOC(=O)c1c(-c2ccc(F)cc2)csc1NC(=O)CN1C(=O)NC2(CCCCC2C)C1=O (stereo not given)	0.9	0.58	-2	-4	4
10	O=C(CCS(=O)(=O)Cc1ccccc1)Nc1ccc2c(c1)OCCO2	1	1.2	-5	-14	8
11	Cc1cc(C)cc(OC2CCCCC2NS(=O)(=O)c2ccccc2)c1 (stereo not given)	0.1	1.1	-3	-10	19
12	Cc1ccc(Cl)c(NC(=O)COC(=O)CNS(=O)(=O)/C=C/c2ccccc2)c1Cl	0.9	1.1	2	-5	8

nr	FLuc stim CS	TNAP act hi DEA	FLuc inh counter	PMI activator	PMI act hi M6P
1	1.1	1	-7	1.1	1
2	1	1	1	1	0.9
3	1.1	1	-9	1	1
4	1.1	1	-8	0.9	1.2
5	1.1	1.1	-7	1	1
6	1	0.9	1	1.2	0.5
7	1	1	-3	0.9	0.9
8	1	0.9	-4	0.9	1
9	1	1	-4	1	0.9
10	1	1.1	-4	1	1
11	1	1	-4	0.8	1
12	1	1	-3	1	1.1

(next part)
nr	structure	bIAP activator	NF-kB expr up	TNAP inh hi DEA	TNAP inh noacc	APP 5'UTR act
13	CCCCNC(C(=O)Nc1ccc(Cl)c([N+](=O)[O-])c1)c1ccccc1 (stereo not given)	1	0.86	-4	-10	26
14	Cc1csc(N/N=C\c2cccnc2)n1	1.2	1.4	8	3	42
15	Fc1ccc(Oc2ncccn2)c(F)c1	0.9	1.2	-6	-3	-2
16	CCOC(=O)C1=C(O)/C(=C/N(C)C)N=C1C	0.9	0.95	2	-9	5
17	COc1ccc(C(=O)Nc2ccc3oc(-c4cccc(F)c4)nc3c2)cc1OC	1	1.1	-3	-11	1
18	COc1ccc(CC(=O)Nc2ccc(S(=O)(=O)N(C)C)cc2)cc1OC	0.9	0.86	-8	-19	-3
19	COc1ccc(CCNC(=O)c2cccnc2SC)cc1	1	1.2	-6	-13	-4
20	Cc1c(Br)c(C(=O)NCc2cc3cc(Cl)ccc3[nH]2)nn1C	1.1	1.1	-3	-10	6
21	C=C1C(=O)[C@@]23[C@H](O)C[C@@H]4C(C)(C)CC[C@H](O)[C@@]4(C)[C@@H]2CC[C@@H]1[C@H]3O	1.1	1.2	-1	-4	-84
22	COCCNS(=O)(=O)c1ccc2c(c1)oc(=O)c1cc(S(=O)(=O)NCCOC)ccc12	1	1	-3	-10	-5
23	COc1ccc(NCC(=O)n2c(C)c(C)c3ccccc32)cc1	1	1.1	-4	-16	26
24	Cc1cc(=O)oc2cc(OCC(=O)NCC3CCCO3)ccc12 (stereo not given)	1.1	0.97	-1	-10	-24

nr	FLuc stim CS	TNAP act hi DEA	FLuc inh counter	PMI activator	PMI act hi M6P
13	1	1	-3	0.8	0.8
14	0.9	0.9	14	0.7	0.7
15	1.1	1.1	-8	1	1.1
16	1	1	-4	1	0.8
17	1.1	1	-6	1	1.1
18	1.1	1.1	-6	1.1	1
19	1.1	1.1	-10	1	1
20	1	1	-4	0.9	1
21	1	1	-5	0.9	1
22	1	1	-1	0.9	0.9
23	1.1	1	-5	1.1	0.9
24	1	1	-4	0.9	1

Next results.
nr	structure	bIAP activator	NF-kB expr up	TNAP inh hi DEA	TNAP inh noacc	APP 5'UTR act
25	Fc1ccc2[nH]c3c(N4CCN(Cc5ccc6c(c5)OCO6)CC4)ncnc3c2c1	1	x	-7	-13	-10
26	CCOc1ccc(N2C(=O)/C(=C\c3ccc(OC)c(O)c3)S(=O)(=O)C2c2cccc([N+](=O)[O-])c2)cc1 (stereo not given)	1.1	1.2	4	11	16
27	CCOC(=O)c1cnn(-c2nc(-c3ccccc3)nc3c2COC(C)(C)C3)c1N	1	1.2	-1	-6	12
28	CC(=O)N(Cc1cc2c(C)cc(C)cc2[nH]c1=O)C1CCCCC1	1.1	1.5	-7	-11	14
29	O=C(NC(=S)N1CCN(Cc2ccccc2)CC1)c1ccco1	1.1	1.1	-1	-7	-14
30	O=C(COC(=O)c1cccnc1Cl)NCc1ccc2c(c1)OCO2	0.9	1.1	-3	-2	-2
31	N/C(=N\OC(=O)CSc1ccccc1)c1cccc([N+](=O)[O-])c1	1	1.8	-2	-7	18
32	COn1c(-c2ccc(Cl)cc2)nc2ccc(Cl)cc21	0.9	2	-8	-12	x
33	CC(C)(C)OC(=O)N[C@@H](Cc1ccccc1)c1nnc(S(=O)(=O)Cc2cccc(F)c2)o1	1.1	1.2	-3	-6	-53
34	CC1(C)N=C(N)NC(Nc2ccccc2Cl)=N1	1.1	1	2	0	-6
35	Cc1cccc(-c2noc(CCC(=O)Nc3ccccc3)n2)c1	0.9	1.1	0	-8	7
36	CCc1nc(N2CCOCC2)c(C#N)c2c1CCCC2	0.9	0.95	-8	-13	1

nr	FLuc stim CS	TNAP act hi DEA	FLuc inh counter	PMI activator	PMI act hi M6P
25	1.1	1.1	-6	0.9	0.9
26	1	1	-4	0.9	0.8
27	1	1	2	0.9	1
28	1	1.1	-4	0.9	1
29	1.1	1	-7	1.1	1.1
30	1.1	1	-5	0.9	1
31	1.1	1	-6	0.8	0.9
32	0.9	1.1	10	0.9	1
33	1	1	-2	0.9	0.8
34	1.1	1	-7	1	1
35	1	1	-2	0.9	0.9
36	1.1	1.1	-7	0.9	1

Going on with the list.
nr	structure	bIAP activator	NF-kB expr up	TNAP inh hi DEA	TNAP inh noacc	APP 5'UTR act
37	Cc1ccc(NCc2nnc(SCC(=O)Nc3cccc(O)c3)n2CC2CCCO2)c(C)c1 (stereo not given)	1	1.1	-2	-2	-24
38	COc1ccc(CCN(C)CCCN2CC(c3ccccc3)CC2=O)cc1OC (stereo not given)	1	0.92	-4	-9	16
39	CCCc1cc(NCc2ccccn2)n2c(nc3ccccc32)c1C#N	1.2	0.72	-7	-29	9
40	O=C1/C(=N\O)Cc2ccccc21	1	1.1	-3	-4	8
41	CN1CCN(C(=O)Cn2c(C(F)(F)F)nc3ccccc32)CC1	0.8	0.94	-6	-21	19
42	Cc1ccc(C)n1-c1ccc(C(=O)NCC2CCCO2)cc1 (stereo not given)	0.9	0.97	-7	-9	-4
43	CCC(C)N(C)Cc1cccc(C2(O)CCN(S(=O)(=O)c3ccc(F)c(C)c3)CC2)c1 (stereo not given)	0.9	1.1	-4	-5	13
44	Cc1ccc(S(=O)(=O)CCc2ccccn2)cc1	0.8	1.3	-4	-7	-3
45	N/C(Cn1cncn1)=N\NC(=O)C(=O)Nc1ccc(Cl)cc1Cl	1.4	1.1	-7	-154	-1
46	COc1ccc(OC)c(/C=C/C(=O)N(C)CC(=O)Nc2ccc(C)cc2)c1	1	1.1	-6	-10	-8
47	CCN(CC)C(=O)Nc1c(C)n(C)n(-c2ccccc2)c1=O	0.9	1.2	-1	-7	0
48	COc1ccc(CNC(=O)c2ccc(NC(=O)CC3SC(N4CCCCC4)=NC3=O)cc2)cc1 (stereo not given)	0.8	0.97	-5	-11	17

nr	FLuc stim CS	TNAP act hi DEA	FLuc inh counter	PMI activator	PMI act hi M6P
37	1	1	1	1	0.8
38	1	1	-4	1.1	1.1
39	0.9	1.1	6	0.9	0.7
40	1	1	2	0.9	0.9
41	1	1.1	-4	1	1.1
42	0.9	1.1	8	1	0.9
43	1.1	1	-12	1	1.1
44	1.1	1	-6	0.9	1
45	0.8	1.1	17	0.9	0.9
46	1	1.1	-2	1	1
47	1	1	-4	0.9	1
48	1.1	1	-6	1	1

Two of the compounds above, with bars between the fields.
# | Structure | bIAP activator | NF-kB expr up | TNAP inh hi DEA | TNAP inh noacc | APP 5'UTR act | FLuc stim CS | TNAP act hi DEA | FLuc inh counter | PMI activator | PMI act hi M6P
47 | CCN(CC)C(=O)Nc1c(C)n(C)n(-c2ccccc2)c1=O | 0.9 | 1.2 | -1 | -7 | 0 | 1 | 1 | -4 | 0.9 | 1
48 | COc1ccc(CNC(=O)c2ccc(NC(=O)CC3SC(N4CCCCC4)=NC3=O)cc2)cc1 (stereo not given) | 0.8 | 0.97 | -5 | -11 | 17 | 1.1 | 1 | -6 | 1 | 1

(further entries)
nr	structure	bIAP activator	NF-kB expr up	TNAP inh hi DEA	TNAP inh noacc	APP 5'UTR act
49	Cc1ccc(OCc2nnc(SCC(=O)c3cccc([N+](=O)[O-])c3)n2C)cc1	0.9	1.6	-3	-4	11
50	COc1ccc(OC)c(NC(=O)CSc2ccccc2)c1	0.5	0.95	-8	-12	0
51	Nc1ccc(C(=O)OCc2csc(-c3ccccc3)n2)cc1[N+](=O)[O-]	0.9	1.2	-1	-9	-10
52	CCC(Sc1nc2ccccc2o1)C(=O)Nc1nnc(C)s1 (stereo not given)	1	0.88	-1	-2	-4
53	Fc1ccc(OCCCCCCN2CCCC2)cc1	0.9	0.94	-2	-9	13
54	O=C(Nc1nccs1)c1ccc(-c2ccc([N+](=O)[O-])cc2)o1	1.1	1.7	5	0	103
55	CC(C)(CC(=O)O)Cc1nc(-c2ccc(Cl)cc2)no1	0.9	1.4	-3	-10	18
56	CC(=O)NC(CC(=O)NC1CCCCCC1)c1ccccc1 (stereo not given)	1	1.3	-6	-10	12
57	CC(C)NC(=O)CSc1nc(-c2ccccc2)cs1	0.9	2.7	-5	-7	49

nr	FLuc stim CS	TNAP act hi DEA	FLuc inh counter	PMI activator	PMI act hi M6P
49	1	1	0	0.9	1
50	1.1	1.1	-8	0.9	0.9
51	1	1	-4	1	1.2
52	1	1	-2	0.9	0.9
53	1	1	-4	0.9	1
54	0.8	0.9	21	1.1	1.1
55	1	1	2	1	1
56	1	1.1	-4	1	1
57	0.6	1	40	1	1

Bioassay records deposited in PubChem by several laboratories.
